Bioassay records (PubChem BioAssay)
H37Rv inhibition: M. tuberculosis growth inhibition, HTS (AID 449762); M. tuberculosis H37Rv growth inhibition, 7H9 media; higher % means a stronger effect; one-dose inhibition, % at 25 µM; IC50 in µM for titrated hits; hit rate 0.59% among 330,000; in the data active = a potency from the dose series; inconclusive = inhibition above about 70% without an active follow-up result;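 also: bacterial growth assessed after seven days of incubation; strong numbers were not always called active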
influenza NS1A: NS1A inhibition, H1N1 influenza, cell based functional assay (AID 504329); NS1A functional cell-based assay, percent inhibition; higher % means a stronger effect; one-dose inhibition, % at 12.5 µM; IC50 in µM for titrated hits; hit rate 0.3% among 340,000; in the data active = a potency from the dose series; inconclusive = inhibition above about 27% without an active follow-up result; also: strong numbers were not always called active
Salmonella PhoP GFP: Inhibition of PhoP regulon, Salmonella typhi GFP reporter cells, confirmation, 4 h (AID 1850) | Salmonella Typhi PhoP-promoter GFP reporter, fluorescence, 4 h; higher % means a stronger effect | inhibition, % at 50 µM; hits with a dose series show IC50 in µM | hit rate 0.33% among 310,000; in the data active = a potency from the dose series; inconclusive = inhibition mostly from about 25% at the one dose, without a potency; inactive = the rest, 99 in 100 with inhibition below about 19%;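 also: 0% = induced wells with vehicle and 100% = uninduced wells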
inhibitors of VEEV: inhibitors of VEEV TC-83 cytopathic effect, confirmation, Vero cells (AID 588727); inhibition, % at 20 µM; hits with a dose series show IC50 in µM; hit rate 0.13% among 350,000; Vero cells, VEEV TC-83 cytopathic effect inhibition; higher % means a stronger effect; in the data active = a potency from the dose series; inconclusive = inhibition mostly from about 14% at the one dose, without a potency; inactive = the rest, 99 in 100 with inhibition below about 12%; also: strong numbers were not always called active
tuberculosis growth: growth inhibition of non-replicating M. tuberculosis (AID 488890). Mycobacterium tuberculosis non-replicating, growth inhibition; higher % means a stronger effect. inhibition, % at 25 µM; hits with a dose series show IC50 in µM. hit rate 0.39% among 320,000; in the data active = a potency from the dose series; inconclusive = inhibition mostly from about 82% at the one dose, without a potency; inactive = the rest, 99 in 100 with inhibition below about 76%;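 also: plate controls were DMSO cells for no effect and high antibiotic wells for full effect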
inhibitors of VEEV 10K pilot screen: second read-out of inhibitors of VEEV, no call of its own (marks repeat the call); inhibition, %; measured here: 10K pilot screen inhibition
* hit, by the source's call; i = inactive; ? = inconclusive; . = not tested or not shown.

SMILES | H37Rv inhibition | influenza NS1A | Salmonella PhoP GFP | inhibitors of VEEV | tuberculosis growth | others
C=CCn1c(=O)c2c(nc3n2CCCN3Cc2ccccc2)n(C)c1=O | 0.9% | 0.1% | -14.8% | 1.8% | 18.6%
COc1cc(C2C(C(=O)OCCC#N)=C(C)NC3=C2S(=O)(=O)c2ccccc23)cc(OC)c1OC (stereo not drawn) | 1.1% | -2.2% | 4.3% | i | 20.9%
CN(C)/C=N/C(=S)Nc1ccccc1F | 1.9% | -16.3% | -7.0% | 1.2% | 6.1%
COC(=O)c1ccccc1NC(=O)CCCN1C(=O)C(c2ccccc2)Oc2cccnc21 (stereo not drawn) | -2.6% | -4.8% | -7.0% | 5.6% | 12.1%
COc1ccccc1N1CCN(C(=O)CSc2nc(C)c(Cc3ccccc3)c(=O)[nH]2)CC1 | -2.9% | -8.7% | 1.8% | 0.3% | 17.2%
Cc1cc(/C=C(/C#N)C(=O)O)c(C)n1CCC(C)C | 1.0% | -9.4% | -4.8% | 0.1% | -18.3%
O=C(CNCCc1ccc(F)cc1)Nc1cc(F)ccc1F | 3.6% | -1.8% | -0.3% | i | 8.1%
O=C(NCc1ccccc1)c1cc(-c2cccs2)on1 | -7.7% | 7.1% | 0.8% | i | 30.0%
O=C(CSc1nc2ncc(Br)cc2[nH]1)Nc1ccccc1-c1ccccc1 | 13.0% | -0.5% | -3.8% | 2.7% | 42.9%
N=c1nc(N)nc2n1NC(c1ccc(F)cc1)=CS2 | 64.7% | -14.0% | -21.5% | 4.7% | 26.5%
Cc1ccccc1NC(=O)c1cccc(C(F)(F)F)c1 | -2.3% | -4.3% | -1.4% | 0.5% | -10.1%
COc1ccc(NC(=O)N2CCCC2C(=O)Nc2ccc(C)cc2C)cc1 (stereo not drawn) | -6.8% | 8.2% | -0.4% | 0.5% | -6.0%
CCOC(=O)c1cc2n(n1)C(C(F)(F)C(F)(F)F)CC(C)N2 (stereo not drawn) | -11.4% | -22.3% | 4.3% | 0.7% | -4.2%
Cc1ccc(NC(=O)CSCC(=O)NCCc2ccccc2)cc1 | 20.8% | -7.2% | -7.2% | 0.8% | 46.3%
O=C1ON=C(c2cccc([N+](=O)[O-])c2)/C1=C/c1ccc(O)cc1 | 0.2% | 7.0% | 1.3% | 9.7% | -4.4%
O=C(COc1ccccc1Cl)N1CCc2ccccc21 | . | -3.3% | . | i | .
COC(=O)c1ccc(NS(=O)(=O)c2ccc(S(=O)(=O)N3CCOCC3)cc2)cc1 | 0.7% | -7.7% | . | 1.8% | 7.0%
C=CCOC(=O)C1=C(C)NC(SCC(N)=O)=C(C#N)C1c1cccs1 (stereo not drawn) | -7.4% | 3.3% | -1.6% | 10.5% | 24.2%
O=C(CCS(=O)(=O)Cc1ccc(Cl)cc1)NCCCN1CCN(c2ccccc2F)CC1 | . | 1.7% | 2.0% | i | . | inhibitors of VEEV 10K pilot screen=0.2
CCn1nc(C)c(/C=C2\CCCC3=C2OC(N)=C(C#N)C3c2c(C)nn(CC)c2C)c1C (stereo not drawn) | -8.6% | . | -19.2% | . | 18.7%
Cc1sc2nc(SCC(=O)N3CCOCC3)[nH]c(=O)c2c1-c1ccccc1 | 2.4% | 23.6% | -3.8% | 7.8% | 5.1%
COC(=O)c1ccc(NC(=O)COC(=O)COc2cccc3c2OC(C)(C)C3)cc1 | -5.6% | 2.2% | . | 2.1% | -31.5%
Cc1cccc(-[n+]2c(C)cc(C)c3c(=O)[nH]c(=O)[nH]c32)c1 | -5.8% | 0.6% | 6.5% | i | -0.9%
C/C(=N\NC(=O)CSCc1ccccc1Cl)c1cccc(NC(=O)c2ccccc2)c1 | -0.4% | 7.3% | -4.3% | 8.7% | -2.9%
O=C1CN(C(=O)CNCc2ccccc2Cl)c2ccccc2N1 | -4.1% | 1.3% | 10.2% | i | .
CCCN(C(=O)c1ccc(N2CCCC2=O)cc1)C1CCS(=O)(=O)C1 (stereo not drawn) | -3.8% | -7.9% | . | 0.5% | -6.9%
O=C(N/N=C/c1ccncc1)c1cc2c(ccc3ccccc32)o1 | 1.2% | 4.5% | 0.7% | 3.6% | 5.6%
CC(C)CCC(CCNCc1ccccn1)c1ccc(Cl)cc1 (stereo not drawn) | ? | -39.7% | 65.4µM* | i | ?
N#CCCn1cc(C(=O)Nc2ccccc2Cl)c(-c2ccc([N+](=O)[O-])cc2)n1 | -7.7% | -4.4% | -4.7% | i | -5.1%
COc1ccc(CCNC(=O)CCCc2ccccc2)cc1 | -1.4% | -0.7% | 1.6% | 0.2% | 22.2%
COc1ccc(NC(=O)CN(C)C(=O)/C=C/c2cn(-c3ccccc3)nc2-c2cccs2)cc1 | ? | -0.6% | 10.1% | 5.7% | 14.2%
Nc1ccc(-n2nc3ccccc3n2)cc1 | ? | 1.5% | -7.6% | 3.4% | 26.6%
Cc1nc(NS(=O)(=O)c2ccc(Br)cc2)c2c3c(sc2n1)CCC3 | 29.4% | -6.2% | -8.6% | 1.8% | 31.0%
CCOc1ccc2nc(NC3=NC(C)(C)C=C(C)N3)nc(C)c2c1 | 53.8% | 11.0% | 5.7% | 1.4% | 36.3%
O=C1CCCN1c1ccc(S(=O)(=O)N2CCCCC2)cc1[N+](=O)[O-] | -1.0% | 2.1% | 1.8% | 0.1% | -2.8% | inhibitors of VEEV 10K pilot screen=0.2
CCN(c1ccccc1)S(=O)(=O)c1ccc(F)c(C(=O)O)c1 | -6.2% | -4.1% | -4.6% | 0.9% | 3.2%
O=C(COC(=O)C1CCC1)Nc1ccc(OC(F)F)cc1 | -4.2% | 8.2% | -1.9% | i | 72.0%
CCOC(=O)c1c(NC(=O)c2ccn(CC)n2)sc2c1CCC2 | 34.3% | 6.1% | -28.1% | 5.5% | 16.0%
O=[N+]([O-])c1cccc(-c2nc(-c3ccccc3)no2)c1 | -2.3% | -13.1% | 0.1% | 0.7% | -4.7%
COc1ccc(C(=O)N(Cc2ccccc2)c2cccc(C)c2)cc1S(=O)(=O)N1CCOCC1 | -4.1% | -0.8% | 1.4% | 7.8% | 11.4%

Quoted at random: 7 compounds from above.
SMILES | H37Rv inhibition | influenza NS1A | Salmonella PhoP GFP | inhibitors of VEEV | tuberculosis growth | others
Nc1ccc(-n2nc3ccccc3n2)cc1 | ? | 1.5% | -7.6% | 3.4% | 26.6%
N=c1nc(N)nc2n1NC(c1ccc(F)cc1)=CS2 | 64.7% | -14.0% | -21.5% | 4.7% | 26.5%
COc1ccc(C(=O)N(Cc2ccccc2)c2cccc(C)c2)cc1S(=O)(=O)N1CCOCC1 | -4.1% | -0.8% | 1.4% | 7.8% | 11.4%
CC(C)CCC(CCNCc1ccccn1)c1ccc(Cl)cc1 (stereo not drawn) | ? | -39.7% | 65.4µM* | i | ?
COc1ccc(NC(=O)N2CCCC2C(=O)Nc2ccc(C)cc2C)cc1 (stereo not drawn) | -6.8% | 8.2% | -0.4% | 0.5% | -6.0%
CCOC(=O)c1cc2n(n1)C(C(F)(F)C(F)(F)F)CC(C)N2 (stereo not drawn) | -11.4% | -22.3% | 4.3% | 0.7% | -4.2%
CCOc1ccc2nc(NC3=NC(C)(C)C=C(C)N3)nc(C)c2c1 | 53.8% | 11.0% | 5.7% | 1.4% | 36.3%

More structures.
SMILES | H37Rv inhibition | influenza NS1A | Salmonella PhoP GFP | inhibitors of VEEV | tuberculosis growth | others
COc1cccc(NC(=O)CN(C)C(=O)CCc2nc3sc4c(c3c(=O)[nH]2)CCCC4)c1 | -4.5% | 46.5% | -5.0% | i | 8.9%
CCCOC1CCCN(C(=O)CCc2nnc(Cc3cccc(C)c3)o2)C1 (stereo not drawn) | -2.4% | -9.9% | 1.5% | 0.3% | 17.1%
CCC(C)C(NC(=O)c1ccccc1NC(=O)c1ccc(OC)cc1)C(=O)NCc1ccco1 (stereo not drawn) | 2.0% | 2.9% | 7.8% | 0.2% | -5.5%
NC(=O)C1CCN(CC(=O)NCc2ccccc2)CC1 | -7.7% | -7.5% | 2.4% | 0.4% | -1.2%
CN(Cc1ccccc1)C(=O)c1ccc(Cl)c([N+](=O)[O-])c1 | 10.7% | 15.5% | 0.4% | 1.2% | 4.7%
COc1ccc(CNC(=O)c2cc(C3CC3)nc3c2cnn3C(C)C)cc1OC | 0.1% | 3.9% | . | 9.9% | 24.6%
Cc1ccc(NC(=O)Cn2c([N+](=O)[O-])cnc2C)cc1 | -7.4% | -7.0% | 10.6% | 0.2% | -6.7%
COc1cc(C)nc(Oc2ccc(OCc3ccccc3)nn2)n1 | -5.8% | -2.5% | 5.2% | 5.5% | 3.6%
O=C(NCCN1CCOCC1)c1c(O)nc2ccccn2c1=O | 2.3% | 5.2% | 15.6% | i | 1.8%
Cc1nc(-c2cc(C#N)c(Sc3ccc(Cl)cc3Cl)nc2C)cs1 | -4.5% | 8.0% | 3.2% | 0.1% | 7.4%
Cc1ccc2[nH]c(=O)c(COC(=O)C3CCCO3)cc2c1 (stereo not drawn) | -9.7% | -9.3% | 6.9% | 1.9% | -11.3%
N#C/C(=C/c1ccc([N+](=O)[O-])cc1)C(=O)Nc1ccccc1O | 1.6% | 11.1% | -4.5% | 0.5% | 46.4%
COc1cccc(-c2nc(NCC3CCCO3)c3ccccc3n2)c1O (stereo not drawn) | 8.6% | 10.6% | 0.0% | 8.0% | 30.6%
COCCCNC(=O)/C=C1\Sc2ccccc2N(Cc2ccccc2F)C1=O | 2.6% | -17.3% | 2.2% | 1.9% | 10.9%
Cc1ccc(NC(=O)C(C)NS(=O)(=O)c2ccc(F)cc2)cc1C (stereo not drawn) | ? | -4.2% | 14.0% | i | -3.3%
CC(=O)CC1(O)C(=O)N(CN2CCN(c3ccccc3)CC2)c2ccccc21 (stereo not drawn) | -4.2% | -1.0% | 13.9% | 0.5% | 0.5%
O=C1c2ccccc2C(=O)c2c1ccc1c(=O)n(-c3ccccc3)[nH]c21 | 69.7% | 16.8% | -6.2% | i | 31.4%
CCN(C(=O)COC(=O)/C=C/c1c(C)nn(Cc2ccc(C)cc2)c1C)C1CCS(=O)(=O)C1 (stereo not drawn) | -2.9% | 0.1% | -1.3% | 1.6% | -7.3%
CCCn1c(N)c(C(=O)CSc2ncn[nH]2)c(=O)n(C)c1=O | -4.9% | -5.1% | . | 2.0% | 4.6%
COc1ccc(Cc2nnc(NC(=O)c3ccco3)s2)cc1OC | -8.6% | -6.4% | 2.2% | 2.7% | -1.9%
CCOc1ccccc1N(CC(=O)NC1CCCC1)S(=O)(=O)c1ccc(C)cc1 | 6.5% | 11.8% | -42.6% | 2.9% | 2.5%
CCOc1ccc(NS(=O)(=O)c2ccc(N)cc2)cc1 | 2.5% | 4.2% | 2.8% | 5.2% | 10.0%
CCOc1ccc(C2/C(=C(/O)c3ccc4c(c3)CC(C)O4)C(=O)C(=O)N2CC2CCCO2)cc1 (stereo not drawn) | -5.6% | -5.5% | -4.6% | 0.2% | 10.3%
CCNC(=O)C12CCC(C)(C(=O)C1Br)C2(C)C (stereo not drawn) | 1.3% | 2.0% | -4.8% | i | -11.7%
Cc1cc(NC(=O)c2ccc(S(=O)(=O)N(C)CC3CCCO3)cc2)no1 (stereo not drawn) | 0.0% | 0.4% | 0.5% | 2.0% | -16.9%
COc1ccc(/C=N/Nc2cc(C)nc(-n3nc(C)cc3C)n2)cc1 | ? | -18.1% | -5.7% | 6.9% | 3.25µM*
Cc1sc2ncnc(SCC(=O)N3CCOCC3)c2c1C | -6.9% | 0.9% | . | 2.8% | 48.7%
Cc1nc(NC(=O)CN2CCN(c3cccc(Cl)c3)CC2)sc1C(=O)N(C)C | 1.7% | 6.6% | 1.7% | 0.7% | 3.4%
CCc1ccccc1NS(=O)(=O)c1ccc2[nH]cc(C(=O)NC3CCCC3)c(=O)c2c1 | -6.1% | 6.6% | -1.3% | 6.1% | 27.9%
Cc1ccc(NC(=O)N2CCCC2C(=O)NCc2ccc(Cl)cc2)cc1 (stereo not drawn) | 1.3% | -1.8% | -4.8% | i | 2.4%
Cc1ccc(C(=O)Nc2ccccc2Oc2ccccc2)o1 | -2.1% | -12.1% | 1.3% | 0.2% | 27.8%
CCCCn1c(N)c(N(CC(C)C)C(=O)CSCC(=O)Nc2ccc(OC)cc2)c(=O)[nH]c1=O | 1.2% | -3.5% | 5.7% | 1.9% | -4.8%

Not a hit list, and some 1.6% of all compounds hit somewhere here.
